# Diaphorase inh: diaphorase inhibition or chemical oxidation counter-screen; actives 0.69% (n = 190,000); inhibition, % at 20 µM; AID 1217; diaphorase resazurin-to-resorufin fluorescence, NADH, 16 min; bacterial (C. kluyveri) enzyme, not human;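 active means primary screen inhibition at 20 µM above a set limit, cut at about 50% in these data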;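 further: plate controls were DMSO with full reaction for no effect and wells lacking NADH for full effect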
#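 material = Clostridium kluyveri diaphorase enzyme | amount = 0.14 U/mL diaphorase, enzyme working solution | schedule = incubation 16 min, room temperature | detection = fluorescence of resorufin formed from resazurin, Ex 544/Em 590 nm | benchmarks = positive control minus NADH, DMSO neutral control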
# TNAP inh no acc: blocks human TNAP activity with no phosphate acceptor present | purified TNAP, CDP-star luminescence, 30 min | inhibition, % at 20 µM | actives 0.26% (n = 200,000) | P05186;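 active means tissue-nonspecific alkaline phosphatase inhibition above about 50% at 20 µM in the single-dose screen, limit read from the data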;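 further: 0% = DMSO negative control and 100% = EDTA positive control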
# Target sequence (P05186 whole entry, looked up): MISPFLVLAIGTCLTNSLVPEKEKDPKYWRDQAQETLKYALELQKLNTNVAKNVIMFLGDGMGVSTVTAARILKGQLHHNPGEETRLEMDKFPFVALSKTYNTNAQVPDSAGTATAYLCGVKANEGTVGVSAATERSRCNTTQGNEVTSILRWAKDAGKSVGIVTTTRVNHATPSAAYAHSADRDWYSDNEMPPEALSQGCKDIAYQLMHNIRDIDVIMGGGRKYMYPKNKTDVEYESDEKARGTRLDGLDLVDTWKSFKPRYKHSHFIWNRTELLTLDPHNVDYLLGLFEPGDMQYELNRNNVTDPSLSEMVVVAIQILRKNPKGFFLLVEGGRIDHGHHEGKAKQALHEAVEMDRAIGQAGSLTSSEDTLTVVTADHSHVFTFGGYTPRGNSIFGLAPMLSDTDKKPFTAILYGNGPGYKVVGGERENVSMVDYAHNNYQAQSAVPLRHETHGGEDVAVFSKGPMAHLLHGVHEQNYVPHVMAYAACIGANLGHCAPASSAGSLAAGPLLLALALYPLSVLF
# PMI act satM6P: PMI (human) activation, high substrate | P34949 | actives 0.34% (n = 190,000) | AID 1216 | activation factor at 20 µM | coupled PMI enzyme assay, resazurin fluorescence, 20 min; active compounds read high; 1 = untreated enzyme, 0 = substrate-free blank;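 active means activation factor of 2 or more at 20 µM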
# Target sequence (P34949 whole entry, looked up): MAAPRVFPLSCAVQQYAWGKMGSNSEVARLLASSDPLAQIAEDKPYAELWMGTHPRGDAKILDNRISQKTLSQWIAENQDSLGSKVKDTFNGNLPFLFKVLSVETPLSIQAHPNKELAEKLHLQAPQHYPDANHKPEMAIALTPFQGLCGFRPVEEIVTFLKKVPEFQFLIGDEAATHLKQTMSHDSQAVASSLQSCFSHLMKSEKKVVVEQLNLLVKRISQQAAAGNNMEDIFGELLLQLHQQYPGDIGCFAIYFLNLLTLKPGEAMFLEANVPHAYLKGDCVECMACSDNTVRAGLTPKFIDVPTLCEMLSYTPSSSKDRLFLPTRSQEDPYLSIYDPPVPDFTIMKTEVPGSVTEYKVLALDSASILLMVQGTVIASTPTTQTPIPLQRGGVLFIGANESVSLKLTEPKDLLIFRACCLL
#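 Material: human phosphomannose isomerase with PGI, G6PDH, diaphorase coupling enzymes; amount: PMI at 15 ng/mL final; also added: Mannose-6-phosphate 1.0 mM (near-saturating) plus 0.22 mM NADP+; incubation: enzyme reaction with compound 20 min at room temperature; signal: resorufin fluorescence (Ex 544/Em 590 nm) from resazurin via diaphorase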
# bIAP inhibitor: intestinal alkaline phosphatase (bovine) inhibition; purified bovine IAP, CDP-star luminescence, 30 min; inhibition, % at 20 µM; 190,000 tested, under 10 active; AID 1019;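 active means over 50% inhibition of intestinal alkaline phosphatase at 20 µM in the single-dose screen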
#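 System: purified bovine intestinal alkaline phosphatase (IAP) enzyme; Input: IAP diluted 1/65,000,000 in the well; Measured by: CDP-star luminescence signal; Compound dosing: 20 µM single dose; Incubation: 30 min reaction at room temperature.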
# Diaphorase act: diaphorase activation or chemical reduction counter-screen. Diaphorase/resazurin coupled assay, resorufin fluorescence, 16 min; active compounds read high; 1 = vehicle wells, 0 = NADH-free wells. activation factor at 20 µM. actives 0.005% (n = 190,000). AID 1229;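 active means diaphorase activity raised at least twofold by the compound at 20 µM; inactive means activation factor below 2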
#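 Assay system: Purified diaphorase enzyme from Clostridium kluyveri | Amount: Enzyme 0.07 U/mL final | Dosing: Compound 20 µM once, DMSO 1% | Timing: 16 min reaction at room temperature | Detection: Fluorescence, excitation 544 nm and emission 590 nm | Evaluation: Higher resorufin formation from activation or reduction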
# TNAP act hi DEA: activators of human TNAP at high phosphate acceptor concentration; activation factor at 20 µM; AID 1136; purified TNAP, CDP-star luminescence, 1 M DEA, 30 min; active compounds read high; 0 = EDTA background, 1 = DMSO-only activity; 200,000 tested, under 10 active;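 active means activation factor at least 2 at 20 µM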
#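 Test system – human TNAP · Doses – 20 µM single point · Incubation – 30 min, room temperature · Signal – luminescent substrate turnover signal · Read-out basis – activation factor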
# Lmaj promast: reduces viability of Leishmania major promastigotes. resazurin fluorescence viability. inhibition, % at 10 µM. actives 9% (n = 200,000); in the data active means inhibition above about 50%;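 further: promastigotes grown with compound for 44 hours at 28 °C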
# bIAP act: increases bovine intestinal alkaline phosphatase activity; actives 0.17% (n = 200,000); purified bovine IAP, CDP-star luminescence, 30 min; active compounds read high; fold of DMSO-control signal, blank-subtracted; AID 1016; activation factor at 20 µM;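 active means activation factor of 2 or more at 20 µM, a signal rise over negative controls twice the positive control's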
# PMI act: phosphomannose isomerase (human) activation; purified human PMI, coupled resazurin fluorescence, 20 min; active compounds read high; 1 = vehicle control, 0 substrate-free wells; AID 1214; actives 0.005% (n = 190,000); P34949; activation factor at 20 µM;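 active means activation factor of 2 or more at 20 µM, relative to plate controls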
# TNAP inh hi DEA: inhibitors of human TNAP at high phosphate acceptor concentration; P05186; purified TNAP, CDP-star luminescence, 1 M DEA; inhibition, % at 20 µM; actives 0.03% (n = 200,000);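 active means over 50% inhibition of tissue-nonspecific alkaline phosphatase at 20 µM in the single-dose screen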;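 further: plate controls were DMSO wells for no effect and EDTA-quenched wells as full inhibition for full effect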
# Active calls of the source: *; nt = not tested or not shown.
SMILES,Diaphorase inh,TNAP inh no acc,PMI act satM6P,bIAP inhibitor,Diaphorase act,TNAP act hi DEA,Lmaj promast,bIAP act,PMI act,TNAP inh hi DEA
Clc1ccc(-c2csc(N3CCC(c4ccccc4)C3)n2)cc1 (configuration not stated),15,-14,0.8,23,0.8,1.1,-4,0.8,1,-6
CCCc1nc(SCC(=O)Nc2ccc(N3CCOCC3)cc2)c2ccccc2n1,0,-14,0.9,-14,1,1,5,1.1,0.9,-1
CC1=C(C(=O)Nc2ccccc2)C(c2ccc(C)o2)N2C(=O)CSC2=N1 (configuration not stated),12,-18,0.9,3,0.9,1.1,-8,1,1,-7
CC1C/C(=N/N2C(=O)CSC2=S)CC(C)(C)C1 (configuration not stated),12,-2,1,0,0.9,1,-5,1,0.9,3
CCOC(=O)N1CCC(NS(=O)(=O)c2cc3c(cc2Cl)NC(=O)CO3)CC1,-1,-12,1,1,1,1,55*,1,1,-2
CC(C)CCNC(=O)Cc1csc(-c2ccccc2)n1,10,-8,0.8,12,0.9,1,4,0.9,1,-3
Cc1ccc(C(=O)/C=C/c2ccc(-c3ccc(C)cc3)o2)cc1,18,5,1,-13,0.8,0.9,45,1.1,0.9,10
Cc1cc(C(=O)CSc2nnc(-c3ccccc3)n2C)c(C)n1C,6,2,1,-2,0.9,1,-2,1,1,-4
S=c1[nH]nc(COc2ccccc2)n1/N=C/c1ccco1,22,7,0.9,23,0.8,1,-5,0.8,0.7,0
CN(C)c1ccc(/C=N/NC(=O)CNC(=O)c2ccco2)cc1,-3,-18,0.9,-42,1,1,2,1.4,1,-5

# Nothing new here: entries from further up.
SMILES,Diaphorase inh,TNAP inh no acc,PMI act satM6P,bIAP inhibitor,Diaphorase act,TNAP act hi DEA,Lmaj promast,bIAP act,PMI act,TNAP inh hi DEA
S=c1[nH]nc(COc2ccccc2)n1/N=C/c1ccco1,22,7,0.9,23,0.8,1,-5,0.8,0.7,0
CN(C)c1ccc(/C=N/NC(=O)CNC(=O)c2ccco2)cc1,-3,-18,0.9,-42,1,1,2,1.4,1,-5

# Following part.
SMILES,Diaphorase inh,TNAP inh no acc,PMI act satM6P,bIAP inhibitor,Diaphorase act,TNAP act hi DEA,Lmaj promast,bIAP act,PMI act,TNAP inh hi DEA
CCOc1ccc(NC(=O)CN(C)c2ccc(S(=O)(=O)N3CCOCC3)cn2)cc1OCC,-9,-3,1,-16,1.1,1,1,1.2,1,1
C=C(C)Cn1c(C)cc(C)c(S(=O)(=O)c2ccc(C)cc2)c1=O,17,-5,0.9,10,0.8,1,68*,0.9,0.9,-2
N#C/C(=C\c1cc([N+](=O)[O-])c(N2CCCCC2)cc1N1CCCCC1)c1nn(-c2ccccc2)c(N)c1C#N,10,5,1,28,0.9,0.9,39,0.7,1,6
CC(C)CCN1CCN(Cc2cccn2-c2ccccn2)CC1CCO (configuration not stated),15,-16,1,0,0.9,1.1,0,1,1,-9
CCOc1ccc2c(c1)c(N=O)c(O)n2C,10,-12,1,19,0.9,1,-4,0.8,0.8,1
CCCCNC(=S)NC(C)(C)CO,19,-11,1,-2,0.8,1.1,-9,1,0.9,-7
O=S(=O)(NCc1cc(-c2ccccc2)no1)c1ccc(Cl)cc1,14,-6,1,5,0.9,1,-5,1,0.9,-1
CN(CCc1ccccn1)c1ncnc2[nH]ncc12,20,-68,0.8,-59,0.8,1,3,1.6,0.9,-2
N#CCCn1cc(/C=N/O)c(-c2ccc(-c3ccccc3)cc2)n1,20,-1,1,8,0.8,1.1,47,0.9,0.9,-8
O=c1c2[nH]c3ccccc3c2ncn1CCN1CCOCC1,10,-11,1,3,0.9,1,-8,1,1,-4
O=C(Nc1ccc([N+](=O)[O-])cc1)c1cncc(Br)c1,17,-3,0.9,4,0.8,1,15,1,0.8,-4
N#Cc1ccc(C(=O)NCC(c2ccco2)N2CCCC2)cc1 (configuration not stated),14,-14,0.9,2,0.9,1,0,1,0.9,-3
Cc1ccc(CC(=O)Nc2ncc([N+](=O)[O-])s2)cc1,24,6,0.9,-9,0.8,0.9,16,1.1,0.9,7
COc1ccc(NC(=O)CCCn2cc([N+](=O)[O-])cn2)cc1,7,-8,1,-10,0.9,1,-1,1.1,1,0
Cc1ccc(N2C(=O)C3CC(c4ccccc4)=C4C5C=CC(C6C(=O)N(c7ccc(C)cc7)C(=O)C56)C4C3C2=O)cc1 (configuration not stated),29,-9,0.8,-17,0.7,1,98*,1.2,0.7,-3
CCC(=O)Nc1ccc(N2CCN(S(C)(=O)=O)CC2)cc1,6,4,1,-14,0.9,1,67*,1.1,1.1,-4
N#CC1=C(N)Nc2ncnn2C1c1ccccc1 (configuration not stated),12,6,0.9,14,0.9,1,57*,0.9,1,-4
CCN1CCN(c2cc(C(C)(C)C)nc3c(-c4ccccc4)c(C)nn23)CC1,11,1,0.9,-5,0.9,1,96*,1.1,0.8,-1
CNC(=S)N/N=C/c1ccc(OCc2ccccc2)c(Br)c1,4,-7,1,-4,1,1,2,1,1,-3
Cc1sc2ncnc(NCc3cccs3)c2c1C,12,-12,0.9,6,0.9,1,38,0.9,0.9,-5
S=C(Nc1ccccc1Cl)N1CCCCC1,17,-10,0.9,-20,0.8,1,-6,1.2,1,-2
Cc1ccc(C2C3=C(CC(C)(C)CC3=O)OC3=C2C(=O)CC(C)(C)C3)cc1,9,-1,1,2,0.9,1,7,1,0.9,1
CCN1CCN(CCCNC(=O)C2c3ccccc3C(=O)N(c3ccc(OC)cc3)C2c2ccc(OC)cc2)CC1 (configuration not stated),0,-11,0.9,-17,1,1,-3,1.2,1,2
O=C(COC(=O)c1ccc[nH]c1=O)NCCc1ccc(F)cc1,-11,-9,1.1,-11,1.1,1,0,1.1,1,-1
O=C(NC(=S)Nc1ccccc1)c1cc([N+](=O)[O-])ccc1N1CCOCC1,36,-7,0.9,6,0.6,1,-1,0.9,0.9,-1
COC(=O)c1ccc(Cl)c(NC(=O)Cc2ccccc2[N+](=O)[O-])c1,8,-5,1.1,5,0.9,1,-3,0.9,1,-2
O=C(Nc1ccc([N+](=O)[O-])cn1)C1CC2CCC1C2 (configuration not stated),-3,-2,1,0,1,1,-4,1,1.1,-3
O=C(NC(=S)NC1CCSC1=O)c1ccccc1F (configuration not stated),8,-19,1,-2,0.9,0.8,-9,1,1.1,17
O=C(COc1ccccc1)N1CCN(C(=O)c2cccc(F)c2)CC1,8,-11,1,3,0.9,1,-10,1,0.9,-3
N/C(=N\OC(=O)Cc1ccccc1)c1ccccn1,13,-11,1,10,0.9,1.1,8,0.9,1,-5
CCC(NC(=O)Nn1cnnc1)(C(F)(F)F)C(F)(F)F,12,-6,0.9,11,0.9,1,-3,0.9,0.9,4
CC1(C)CC(=O)C2=C(C1)OC(N)=C(C#N)C2c1cn(-c2ccccc2)nc1-c1ccc(F)cc1 (configuration not stated),26,-8,0.9,12,0.7,1,66*,0.9,0.8,0
OCCC1CN(Cc2ccc3nsnc3c2)CCN1C1CCCC1 (configuration not stated),12,-10,1,1,0.9,1.1,20,1,1,-7
O=C(CSc1nc2cccnc2n1Cc1ccccc1)N1CCCC1,19,-3,0.8,-4,0.8,1,5,1,0.9,0
COc1cccc2c1OCC/C2=N\NC(=O)COc1ccc(C)cc1,-8,-10,1.1,-4,1.1,1.1,-4,1,1,-6
O=C(CCCn1ncn2c(cc3occc32)c1=O)N1CCc2ccccc2C1,14,-8,1,7,0.9,1,-8,0.9,1,2
CCOC(=O)c1ccc(-n2c(C)ccc2C)cc1,-1,-7,1,6,1,1,-4,0.9,1.1,1
CC(Sc1nc(N)c2c3c(sc2n1)CSC(C)(C)C3)C(=O)Nc1ccccc1 (configuration not stated),14,-10,0.9,17,0.9,1.1,22,0.8,0.9,-5
O=C(CSc1nnc(Cn2nnc3ccccc32)o1)Nc1ccc(Cl)cc1,5,-13,1.1,10,0.9,1,-1,0.9,1.1,0
Cc1cc(OCC(=O)NC2CCN(C)CC2)ccc1[N+](=O)[O-],4,-25,1,7,1,1,55*,0.9,0.9,-4

# An excerpt from above in order of heavy-atom count, lowest first:
SMILES,Diaphorase inh,TNAP inh no acc,PMI act satM6P,bIAP inhibitor,Diaphorase act,TNAP act hi DEA,Lmaj promast,bIAP act,PMI act,TNAP inh hi DEA
Cc1cc(OCC(=O)NC2CCN(C)CC2)ccc1[N+](=O)[O-],4,-25,1,7,1,1,55*,0.9,0.9,-4
COc1cccc2c1OCC/C2=N\NC(=O)COc1ccc(C)cc1,-8,-10,1.1,-4,1.1,1.1,-4,1,1,-6
CC(Sc1nc(N)c2c3c(sc2n1)CSC(C)(C)C3)C(=O)Nc1ccccc1 (configuration not stated),14,-10,0.9,17,0.9,1.1,22,0.8,0.9,-5

# Carrying on.
SMILES,Diaphorase inh,TNAP inh no acc,PMI act satM6P,bIAP inhibitor,Diaphorase act,TNAP act hi DEA,Lmaj promast,bIAP act,PMI act,TNAP inh hi DEA
O=C(O)Cc1sc(Nc2ccccc2)nc1-c1ccc(Cl)cc1,19,-8,2.5*,-5,0.8,1,-3,1.1,1.6,-3
Nn1c(=O)c2ccccc2n2c(SCc3ccc(C(F)(F)F)cc3)nnc12,21,-12,0.9,14,0.8,1.1,11,0.9,0.9,-10
Nc1nc(CSc2ccccc2)nc(N2CCCCC2)n1,12,-8,0.9,-14,0.9,1,0,1.1,0.9,-2
CC(Oc1ccc(Cl)cc1)/C(N)=N/O (configuration not stated),5,-3,1,-2,0.9,1,0,1,1,0
COc1cccc(-n2nc(C(=O)O)c3ccccc3c2=O)c1,8,1,1,7,0.9,1,-10,0.9,1,1
COc1ccc(-c2nnc3c4ccccc4c(C)nn23)cc1,8,-15,1,-2,0.9,1.1,11,1,1,-6
CCc1nc(NC2CCCCC2)c(C#N)c2c1COC(C)(C)C2,19,-8,0.9,4,0.8,1,22,1,1,-3
CC(=O)NNC(=S)Nc1cc(S(=O)(=O)N(C)C)ccc1C,-2,-104,1,2,1,1,-5,1,0.9,-4
Clc1cccc2sc(N3CCCC3)nc12,10,-15,1,7,0.9,1.1,-3,0.9,1,-5
CN(CC(=O)Nc1ccc(Cl)cc1)CC(=O)Nc1ccc(F)c(F)c1F,17,-12,0.9,-13,0.8,1,1,1.1,0.8,-1
C#C[C@]1(O)CC[C@H]2[C@@H]3CCc4cc(OC5CCCC5)ccc4[C@H]3CC[C@@]21C,41,-8,0.8,5,0.6,1.1,nt,1,0.8,-7

# In a second layout: entries from further up.
SMILES | Diaphorase inh | TNAP inh no acc | PMI act satM6P | bIAP inhibitor | Diaphorase act | TNAP act hi DEA | Lmaj promast | bIAP act | PMI act | TNAP inh hi DEA
CC(Oc1ccc(Cl)cc1)/C(N)=N/O (configuration not stated) | 5 | -3 | 1 | -2 | 0.9 | 1 | 0 | 1 | 1 | 0
COc1cccc(-n2nc(C(=O)O)c3ccccc3c2=O)c1 | 8 | 1 | 1 | 7 | 0.9 | 1 | -10 | 0.9 | 1 | 1

# Bioassay records from PubChem.
